Screens deposited in PubChem by several laboratories.
Hsp70 act – Hsp70 transcriptional activators, primary screen, cell-based, HeLa, Hsp70 promoter luciferase, luminescence, 10 µM | actives 0.04% (n = 200,000) | activation, % at 10 µM | AID 1203, 2008 | HeLa Hsp70 promoter luciferase reporter; scaled: vehicle 0, proteasome-inhibitor control 100%;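 active = activation above the mean across all tested compounds plus 3 SD, cutoff set per campaign, cut at about 5.5% in these data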;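 also: 100% = MG132 at 30 µM as the positive control and 0% = DMSO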
APP 5'UTR act – activators of APP 5'UTR luciferase reporter, primary screen, SH-SY5Y cells. SH-SY5Y APP 5'UTR luciferase reporter, luminescence; zero percent = DMSO vehicle wells. activation, % at 2 µM. actives 1% (n = 190,000);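 active = activation above a set limit, based on mean plus 3 SD of controls, cut at about 140% in these data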; also: values of inactives mirror those of a sister screen read the other way
HMGR II inh – inhibitors of E. faecalis class II HMGR, primary screen, biochemical, Enterococcus faecalis; HMG-CoA reductase (Enterococcus faecalis, mvaE); inhibition, % at 10 µM; actives 0.41% (n = 190,000); AID 1066, 2008; purified E. faecalis HMGR, NADPH absorbance 340 nm kinetic;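 active = inhibition above a set limit, the median over all tested compounds plus 3 SD, cut at about 9.5% in these data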;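 also: enzyme runs in reverse so mevalonate oxidation gives rising NADPH absorbance; 0% = complete reaction with DMSO and 100% = background rate lacking mevalonate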
STAT1 activator – STAT1 signaling activators, primary screen, cell-based, HTS, luciferase reporter; NIH 3T3 STAT1-luciferase reporter, IFN-gamma, luminescence; 100% = IFN-gamma alone, no compound; activation (% of control), % at 5.5 µM; actives 2.6% (n = 200,000); AID 932, 2007;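 active = activation above the screen-wide mean activation plus 3 SD, cut at about 130% in these data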;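 also: raw ratio to IFN-gamma control signal so 100% means no change and 0% no light; values of inactives mirror those of a sister screen read the other way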
G6PDH CS – L. mesenteroides G6PDH inhibitors, counter-screen for G6PDH-coupled screening assays, biochemical, Leuconostoc mesenteroides enzyme. actives 0.12% (n = 200,000). Purified L. mesenteroides G6PDH, diaphorase/resazurin coupled fluorescence, 45 min. inhibition, % at 5 µM. AID 1020, 2008; in the data active = inhibition above about 50%
NF-kB neuron act – activators of NF-kB expression in neurons, primary screen, cell-based, HTS; human neuronal cells, NF-kB reporter expression; stronger effect = higher value; fold change at 12.5 µM; actives 1.6% (n = 190,000); AID 1239, 2008; in the data active = fold change above about 3.3
APP transl inh – inhibitors of APP translation via 5'UTR reporter, primary screen, APP 5'UTR luciferase, SH-SY5Y cells; AID 1285, 2008; actives 0.82% (n = 190,000); SH-SY5Y APP 5'UTR-luciferase reporter, luminescence; inhibition, % at 2 µM;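 active = inhibition above a set limit, derived from the sample mean plus 3 SD, cut at about 45% in these data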; also: values of inactives mirror those of a sister screen read the other way
FLuc act counter – FLuc activators, initial screening, artefact control for FLuc-dependent activation tests, biochemical, ATPlite luminescence | Luciferin 4-monooxygenase (Photinus pyralis), P08659 | ATPlite luciferase biochemical, 10 min; 0 = ATP-free wells, 1 = DMSO control | activation factor at 10 µM | 200,000 tested, under 10 active;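 active = luciferase activation factor, scaled between plate controls, of at least 2 with compound at 10 µM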
Target sequence (P08659 whole entry, looked up): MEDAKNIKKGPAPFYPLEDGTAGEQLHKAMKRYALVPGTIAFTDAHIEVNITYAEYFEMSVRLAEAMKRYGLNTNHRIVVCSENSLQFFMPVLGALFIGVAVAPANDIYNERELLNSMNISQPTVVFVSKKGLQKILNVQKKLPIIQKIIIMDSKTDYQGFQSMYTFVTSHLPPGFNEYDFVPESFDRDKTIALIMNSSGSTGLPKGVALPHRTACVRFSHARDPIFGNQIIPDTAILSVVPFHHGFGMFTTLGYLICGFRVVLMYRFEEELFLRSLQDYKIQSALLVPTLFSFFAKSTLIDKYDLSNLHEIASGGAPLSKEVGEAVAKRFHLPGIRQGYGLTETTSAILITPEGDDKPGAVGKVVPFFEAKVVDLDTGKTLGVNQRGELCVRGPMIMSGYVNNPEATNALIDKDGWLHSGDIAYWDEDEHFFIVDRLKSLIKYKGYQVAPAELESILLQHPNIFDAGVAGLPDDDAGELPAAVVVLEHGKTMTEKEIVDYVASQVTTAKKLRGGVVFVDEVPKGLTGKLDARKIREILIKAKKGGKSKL
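System: Luciferase/luciferin detection reagent, cell-free biochemical luciferase assay | Medium: PBS buffer for ATP | Dosing: Test compounds dosed from 2 mM stocks in 100% DMSO | Timing: 10 min at ambient temperature | Signal: Luminescence measurement of luciferase light output | Evaluation: Luciferase activation, seen as luminescence increase over controls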
FLuc inhib CS – firefly luciferase enzyme inhibitors, primary screen, artefact control for luciferase-based inhibitor screens, biochemical, luminescence, ATPLite; inhibition, % at 10 µM; Luciferin 4-monooxygenase (Photinus pyralis), P08659; 10 min; actives 1.5% (n = 200,000);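 active = inhibition above about 50% when tested at 10 µM, limit read from the data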
DTT redox prof – compounds producing H2O2 with reducing agent – biochemical, NIH compound library profiling, artefact control for MLSCN library redox annotation, primary screen; activation, % at 10 µM; DTT-dependent redox cycling H2O2, phenol red/HRP absorbance; 100% = 100 µM peroxide control, 0% = buffer; AID 878, 2007; actives 0.03% (n = 200,000);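 active = activation of at least 50% relative to the plate's high and low controls in the primary single-dose screen; inactive = activation below 50%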;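 also: compound incubated with DTT at 0.8 mM final as the reducing agent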
* marks the source's active call; other numbers are inactive results; x = no result given.

SMILES	Hsp70 act	APP 5'UTR act	HMGR II inh	STAT1 activator	G6PDH CS	NF-kB neuron act	APP transl inh	FLuc act counter	FLuc inhib CS	DTT redox prof
CN1C(=O)N(C)C2(c3ccccc3)Nn3c(s/c(=C/c4ccco4)c3=O)=NC12c1ccccc1 (configuration not stated)	-0.3	0	-4	102	16	0.93	0	1	-4	1.4
CCC(C)N=CC1=C(O)C(C(=O)OC)C(C)(C)CC1=O (configuration not stated)	0.6	6	0	108	6	1	-6	1	-1	0.9
CCN(CC)C(=O)CSC1=Nc2ccccc2C2=NC(Cc3c[nH]c4ccccc34)C(=O)N12 (configuration not stated)	-0.3	5	2	99	-28	1.2	-5	1	-2	2.0
O=S(=O)(NCc1ccccn1)c1ccc(F)cc1	-0.2	8	-3	91	-2	0.99	-8	1.1	-7	1.0
CCSc1nc(-c2ccccc2)c(C#N)c(=O)[nH]1	-0.3	3	1	99	3	1.1	-2	1	-4	1.7
Cc1cc(C(F)(F)F)nn1Cc1n[nH]c(=S)n1Cc1ccccc1	-0.5	-6	-5	93	3	1.2	6	1.1	-5	12
O=C(O)C1C2C=CC3(CN(CC(O)COc4ccccc4)C(=O)C13)O2 (configuration not stated)	-0.5	5	-1	99	6	1.2	-6	1	-4	-0.7
CCOc1ccc2nc(NC(=O)Nc3ccccc3)sc2c1	0.3	148*	-1	155*	6	2.5	-148	0.9	13	-0.1
Cn1nc(-c2ccccc2)c(-c2nc(-c3cccc(C(F)(F)F)c3)no2)c1Cl	-0.3	-6	-6	107	-3	1.2	6	1.1	-5	-0.7
COc1ccc(OCC(=O)Nc2cc3oc4ccccc4c3cc2OC)cc1	-0.3	-1	-1	97	-14	1.1	1	1.1	-8	0.6
Cn1c(=O)c2c(nc(SCCCC#N)n2Cc2ccccc2F)n(C)c1=O	0.0	-4	-2	95	18	0.76	4	1	-5	-0.2
CCN1CCCC1CNC(=O)CCc1nc(-c2ccc(C)cc2)no1 (configuration not stated)	-0.1	9	-3	95	4	1.6	-10	1	-2	0.0

Record cards (already shown).
Cn1nc(-c2ccccc2)c(-c2nc(-c3cccc(C(F)(F)F)c3)no2)c1Cl is entered as Hsp70 act: -0.3; APP 5'UTR act: -6; HMGR II inh: -6; STAT1 activator: 107; G6PDH CS: -3; NF-kB neuron act: 1.2; APP transl inh: 6; FLuc act counter: 1.1; FLuc inhib CS: -5; DTT redox prof: -0.7
O=C(O)C1C2C=CC3(CN(CC(O)COc4ccccc4)C(=O)C13)O2 (configuration not stated) is entered as Hsp70 act: -0.5; APP 5'UTR act: 5; HMGR II inh: -1; STAT1 activator: 99; G6PDH CS: 6; NF-kB neuron act: 1.2; APP transl inh: -6; FLuc act counter: 1; FLuc inhib CS: -4; DTT redox prof: -0.7

The results go on.
SMILES	Hsp70 act	APP 5'UTR act	HMGR II inh	STAT1 activator	G6PDH CS	NF-kB neuron act	APP transl inh	FLuc act counter	FLuc inhib CS	DTT redox prof
CCOC(=O)c1cccc(NC(=O)c2ccc(N(C)C)cc2)c1	-0.4	45	-7	111	-8	1.5	-45	0.4	60*	0.2
Cn1c(=O)oc2cc(S(=O)(=O)NCc3ccncc3)ccc21	-0.4	-4	-1	87	12	0.88	4	1	-5	-0.3
CC(Oc1ccc(Cl)cc1Cl)c1ccnc2nc(N3CCOCC3)nn12 (configuration not stated)	-0.2	4	-3	101	0	0.96	-4	1.1	-6	-0.8
CCOC(=O)c1cccc(S(=O)(=O)N(CCO)Cc2cc3cc(OC)ccc3[nH]c2=O)c1	-0.3	-2	2	106	-2	0.58	2	1	-2	-0.2
CCCCN(C(=O)/C=C/c1ccc(OCC(C)C)c(OCC)c1)c1c(N)n(CCC)c(=O)[nH]c1=O	-0.1	-5	-3	108	0	1	5	1	-4	0.4
O=C(COc1cc(O)c2c(=O)cc(-c3ccccc3)oc2c1)c1ccc(F)cc1	0.1	3	1	104	0	1.2	-3	1	-2	2.1
Cc1c(C(=O)Nc2ccc(Cl)cc2)c2ccccn2c1C(=O)c1ccccc1	-0.4	8	-3	96	22	1.1	-8	1	-2	-7.1
CC1CCN(S(=O)C23CC4CC(CC(C4)C2)C3)CC1 (configuration not stated)	-0.5	-8	-4	101	10	1.1	8	1	-1	0.6
COc1ccc(C2=NN(CN3C(=O)C(=O)c4ccccc43)C(c3ccc(OC)cc3)C2)cc1 (configuration not stated)	-0.3	59	-2	113	3	1.7	-59	1	-2	-0.1
CCNC(=S)NNC(=O)c1csc(C)c1	-0.1	-20	1	99	7	0.98	20	1	-2	-0.1
Cc1ccc(-n2cc(CN3CCNC(=O)CC3)c(-c3cccc(C)c3)n2)cc1	-0.2	-2	1	110	14	0.93	2	1.1	-6	-0.1
O=C1CCc2cc(S(=O)(=O)N3CCN(C(=O)c4ccco4)CC3)ccc2N1	0.3	11	-2	94	4	1.1	-11	1	-4	-0.1
NC(CSCc1cccc(Br)c1)C(=O)O (configuration not stated)	-0.3	6	1	100	0	0.9	-6	1.1	-5	-0.2
CCCCNC(=O)c1ccc(N2CCC3(CC2)OCCO3)c([N+](=O)[O-])c1	-0.1	40	1	105	-6	1.3	-40	1	-1	0.2
Cc1ccc2nc(SCC(=O)Nc3c(F)cccc3F)[nH]c2c1	-0.1	18	-2	101	12	1.2	-18	1	-5	-0.9
O=C(Nc1ccccc1N1CCOCC1)c1ccc2c(c1)OCO2	0.1	6	-1	98	16	0.83	-6	1	3	0.2
CC1CN(Cc2ccccn2)CCC1=O (configuration not stated)	0.2	3	-12	98	4	1.1	-3	1	-4	0.1
Cc1ccc2nc(C)c(C(=O)N/N=C/c3ccc(N4CCOCC4)cc3)cc2c1	0.1	-2	-4	92	6	1.2	2	0.9	12	0.1
CCCn1nnc(NC(=O)c2ccc(Br)cc2)n1	-0.2	21	-1	114	10	2.4	-21	0.8	25	1.1
CSc1oc(-c2ccccc2)nc1S(=O)(=O)c1ccc(F)cc1	0.0	14	-1	105	2	0.87	-14	1	2	0.2
O=C(CC1SCCNC1=O)Nc1cccc(Cl)c1 (configuration not stated)	-0.2	16	-5	107	0	1.4	-16	1	3	-1.7
COc1ccc(-c2nnn(CC(=O)NCc3cccs3)n2)cc1OC	-0.4	-3	3	94	19	1.2	3	1	-1	4.5
COCCNC(=O)C(OC(=O)CC1Sc2ccccc2NC1=O)c1ccccc1 (configuration not stated)	-0.3	x	-1	97	10	1	-12	1	-3	-0.1
COc1cccc(C(=O)NC(C)C(c2cccs2)N2CCN(C)CC2)c1 (configuration not stated)	-0.1	9	-4	97	-11	1.1	-9	1.1	-5	-3.5
CCCCSc1nnc(-c2ccc(NC(=O)CCc3ccccc3)cc2)n1C	0.2	14	-4	100	3	0.96	-14	1.1	-8	0.3
O=C(Nc1ccc(CN2CCOCC2)cc1)c1ccc(-c2cc(Cl)ccc2Cl)o1	0.2	7	-6	99	3	0.4	-7	1	-3	-0.3
O=C(Nn1c(O)c(C=C2N=c3ccccc3=N2)sc1=S)c1ccccc1Cl	-0.2	17	-3	98	-5	0.89	-17	1	1	-0.6
Cc1cnc(NC(=O)c2c(O)c3cccc4c3n(c2=O)CCC4)s1	0.1	3	-3	102	4	1.3	-3	1.1	-5	0.1
COc1ccccc1OCC(=O)NN1Cc2ccccc2C1=N	-0.2	x	-1	96	1	1	x	1	-2	0.1
O=C1N(C2CCCC2)C[C@@H]2C[C@@H](c3cccn3-c3nccs3)N3CCC[C@@]123	0.0	22	9	104	9	0.91	-22	1	-2	0.7
COCCNC(=O)/C(C#N)=C/c1ccc(-c2ccc(OC)cc2[N+](=O)[O-])o1	-0.2	6	-4	102	5	1	-6	1.1	-7	2.5
Fc1ccc(Br)cc1C1C=C(c2ccc(Br)cc2)Nc2ncnn21 (configuration not stated)	-0.1	-3	1	100	7	0.94	3	1.1	-7	0.1
CCOc1ccccc1NC(=O)CSc1ncnc2c1oc1ccccc12	-0.1	-7	-1	97	5	1.1	7	1	0	1.5
Cc1cc(C)n2cc(CSc3nnnn3-c3ccccc3C)nc2n1	-0.5	3	-1	100	3	1.3	-3	1	-4	1.7
CC(C)(C)NCC(O)c1cc(O)cc(O)c1 (configuration not stated)	-0.3	17	-6	104	20	0.69	-17	1.1	-5	-0.5
O=C(Oc1cc(-c2ccccc2)no1)c1ccc(Cl)cc1	-0.2	-8	3	104	16	1.3	8	1.1	-5	0.1
C=CCc1ccc(OCCOc2cccc3cccnc23)c(OC)c1	-0.4	9	-1	86	5	1.1	-9	1	-2	-0.4
Cc1ccc(-n2c(SCC(=O)Nc3cccc(S(=O)(=O)NC4=NCCCCC4)c3)nc3ccccc3c2=O)cc1	-0.3	8	0	93	-19	0.76	-8	1	-4	0.9
O=C(c1ccco1)N1CCN(S(=O)(=O)c2ccc3[nH]c(=O)oc3c2)CC1	-0.4	20	x	101	-2	1.1	-20	1	-2	-6.9
Cc1ccc(C(=O)NNC(=O)c2cccc(S(=O)(=O)N3CCN(c4ccccc4)CC3)c2)cc1	-0.4	-7	1	107	13	1.1	7	1	0	-0.1
CCCCC(Sc1nc(N)c(NC(=O)c2ccc(OCC)cc2)c(=O)[nH]1)C(=O)O (configuration not stated)	-0.3	24	-5	100	0	1.2	-24	1	-4	-3.4
COCCCNC(=S)NNC(=O)C(O)(c1ccccc1)c1ccccc1	-0.2	21	1	104	0	0.97	-21	1	-2	-0.1
Cn1cccc1Cc1nnc(SCC(=O)Nc2ccc(Cl)cc2)n1-c1ccc(F)cc1	-0.4	-10	4	101	-22	0.76	10	1	-3	-1.9
COc1cc(NC(=O)C2CC2C)c(C(=O)O)cc1OC (configuration not stated)	0.0	-11	-3	98	5	1	11	1	-3	0.0
COc1ccc(NCN2C(=O)CCC2=O)cc1	-0.1	2	-6	96	9	1.2	-2	1.1	-10	-0.3
O=C(CCc1ccccc1)Nc1ccccc1C(=O)NCc1ccco1	-0.1	11	1	94	2	0.94	-11	1.1	-6	1.9
COc1ccc(Cc2nc(-c3ccccn3)no2)cc1OC	0.1	10	4	118	21	1.2	-10	1	1	0.3
CC1(C)CC(=O)C2=C(C1)OC(N)=C(C#N)C2c1ccc[nH]1 (configuration not stated)	0.4	1	-1	96	25	0.97	0	1	-1	0.3
CCCCSc1nc(C)cc(NC(=S)Nc2ccc(OC)cc2)n1	-0.2	11	-4	106	11	1.1	-11	1.1	-12	-3.2
CCCCCC1CC(/C(C)=N/NC(N)=O)OC1=O (configuration not stated)	-0.1	13	-1	97	10	0.96	-13	1	-4	0.2
C=CCNC(=S)N1CCN(Cc2ccccc2)CC1	0.4	-28	-3	105	8	1.1	28	1.1	-5	0.2
Cc1cc(NC(=O)C23CC4CC(CC(C4)C2)C3)n[nH]1	-0.1	-10	3	109	6	1.2	10	0.9	10	0.3
